Screening results from PubChem.
Nrf2 block: Nrf2 pathway inhibition; AID 504444; 360,000 tested, 2.1% active; A549 ARE-Fluc reporter, luciferase luminescence, 18-24 h; Potency, µM (titrated, usually from 46 µM), for inactives: at the top dose activity change, negative = inhibition, actives largely listed as inhibitors; further: potency means the concentration at half of the fitted maximal effect; on the % scale 0 is the no-effect control and ±100 the full control effect; nearly all actives have a fitted effect of over 60% in size
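A549 ARE_Fluc cells (5000/well, 5% FBS OPTI-MEM) pre-incubated 2 h, then treated with compounds 18-24 h at 37C/5% CO2 in concentration-response. CellTiter-Fluor viability read first; BugLite luciferase luminescence after 15 min at room temperature gives Nrf2 activity.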
CCT modulator: modulators of cytosolic chaperonin (CCT/TRiC) activity | 360,000 tested, 0.3% active | AID 651819 | activity change, % (test concentration not listed), hits read low | purified chaperonin ATPase assay, HTRF ADP detection, 30 min; in the data active means activity change below about -30%; further: on the % scale 0 is the no-effect control and ±100 the full control effect
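First, chaperonin was dispensed at 40 nM or 20 nM final depending on batch activity. Next, compounds were pinned at 76 uM and ATP added at 10 uM. After 30 min at 37 °C, ADP detection reagents ran 30 min at ambient temperature.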
Mm-Cpn inhibitor: blocks the Methanococcus maripaludis chaperonin Mm-Cpn. purified Mm-Cpn ATPase, ADP Transcreener TR-FRET. Potency, µM (top dose mostly 76.9 µM), for the others: at the top dose activity, negative = inhibition, usual class: inhibitors. 330,000 tested, 0.031% active; further: potency means the concentration at half of the fitted maximal effect; on the % scale 0 is the no-effect control and ±100 the full control effect; nearly all actives have a fitted effect of over 80% in size
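ATPase turnover read by TR-FRET ADP competition (Eu cryptate antibody/ADP-d2, 665/590 nm): 10uM ATP final, 25nM Mm-CPN final, 30 min 37degC after 10-min compound preincubation, pH 7.4 Tris/KCl/MgCl2/DTT buffer.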
ATXN viability: viability counter-screen for ATXN expression inhibitors; Potency, µM (highest dose often 56.7 µM), most hits filed as cytotoxic; S2 cells (HEK-293 line with an ATXN2-luciferase reporter) viability, CellTiter-Fluor protease fluorescence, 24 h; 400,000 tested, 0.49% active; AID 651635; further: potency means the concentration at half of the fitted maximal effect; nearly all actives have a fitted effect of over 40% in size
Nrf2 ARE act: Nrf2 pathway activation | AID 624171 | Potency, µM (highest dose often 46.1 µM), for the others: top-dose activation, hits mostly activators | AREc32 ARE-luciferase reporter (MCF7-derived line), luminescence, 24 h | 410,000 tested, 0.31% active; further: potency means the concentration at half of the fitted maximal effect; % of control where 0% means no effect; nearly all actives have a fitted effect of over 65% in size
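Each well held 1000 AREc32 cells, which were incubated with compound for 24 hr at 37 deg C after overnight attachment, and ARE reporter activity was quantified by firefly luciferase luminescence.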
HepG2 tox: counter-screen for TGF-b inhibitors: cytotoxicity in HepG2 cells. HepG2 CAGA-GFP viability, ATP luminescence, 18 h. Potency, µM (top dose mostly 46.1 µM), for the others: at the highest dose activity change, negative = cytotoxicity, hits mostly cytotoxic. 410,000 tested, 0.76% active. AID 588856; further: potency means the concentration at half of the fitted maximal effect; some results filed as inactive show a strong effect at the top dose
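CellTiter-Glo luminescence gave cytotoxicity after 18 hours at 37 degrees C. The cells were HepG2 CAGA-GFP in 1% FBS DMEM, stimulated with 500 pg/mL TGF-beta after compound addition. %Activity was normalised to no-cell wells (complete cell-killing) and DMSO (no toxicity), and curves were fitted and classified.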
TGFb SMAD3 inh: blocks TGF-b signaling; Potency, µM (titrated, usually from 46.1 µM), for inactives: top-dose activity, negative = inhibition, usual class: inhibitors; HepG2 CAGA-GFP TGF-b/SMAD3 reporter, GFP fluorescence, 18 h; TGF-beta stimulated, 500 pg/mL final; 410,000 tested, 1.2% active; further: potency means the concentration at half of the fitted maximal effect; on the % scale 0 is the no-effect control and ±100 the full control effect; nearly all actives have a fitted effect of over 65% in size
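HEPG2 CAGA-GFP cells (1000/well, DMEM with 1% FBS) were pre-incubated 2 h at 37 degrees C, given compound by pin tool, then stimulated with TGF-beta at 500 pg/mL final for 18 h before per-cell GFP fluorescence imaging.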
A549 tox: counter-screen for Nrf2 inhibitors: cytotoxicity in A549 cells; 390,000 tested, 0.16% active; AID 504648; A549 ARE-Fluc cells, CellTiter-Fluor viability, 18-24 h; Potency, µM (series often up to 46 µM), for inactives: at the highest dose activity change, negative = cytotoxicity, actives largely listed as inhibitors; further: potency means the concentration at half of the fitted maximal effect; on the % scale 0 is the no-effect control and ±100 the full control effect
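A549 ARE-Fluc cells in 5% FBS OPTI-MEM, 5000 cells/well, rested 2 h then exposed to compounds in concentration-response for 18-24 h at 37 °C. Viability by CellTiter-Fluor fluorescence (Ex 405/Em 525) after 30 min; luciferase luminescence (BugLite, 15 min, RT) read afterwards.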
Akt phos inh: Akt phosphorylation inhibition; 360,000 tested, 0.32% active; Neuro2A IGF-stimulated pAkt S473 HTRF, 20 min; stronger effect = lower value; activity change, % for hits at 50 µM; in the data active means activity change below about -80%; inconclusive means mostly about -51% to -80%; further: on the % scale 0 is the no-effect control and ±100 the full control effect
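Single-point screen (50 µM final compound) in Neuro2A cells stimulated 20 min with 6 nM IGF at 37 deg C. After lysis, Ser473-phosphorylated Akt read by HTRF (ex 330 nm, em 615/665 nm) as the 665/615 ratio.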
An asterisk follows results filed as active; i = inactive; ? = inconclusive; / = not tested or not shown; [ ] = remark or other dose. Unless noted, the call rests on the fitted dose curve; in most records, active means well fitted curve in the direction sought with a large enough effect; inconclusive means small, poorly fitted or top-dose-only effect, or another doubt; inactive means no such curve, though single readings can be large; an effect the other way counts as inactive or inconclusive.

SMILES | Nrf2 block | CCT modulator | Mm-Cpn inhibitor | ATXN viability | Nrf2 ARE act | HepG2 tox | TGFb SMAD3 inh | A549 tox | Akt phos inh
Cc1nc(Cl)c(C#N)cc1-c1ccccc1 | 9% | -1.2 | 2% | i | -0.2% | -2% | -2% | -4% | i
Cc1cccc(NC(=S)N2CCC(c3nc4ccccc4s3)CC2)c1 | -26% | -3.9 | -1% | i | 0.5% | -14% | ? | -1% | i
Cc1ccc(CNc2cccnc2)cc1 | 3% | 1.0 | 1% | i | -0.1% | 2% | -2% | 5% | i
O=c1ccnc2n1COCS2 | 0% | 0.9 | -1% | i | 0.3% | 22% | 24% | 0% | i
O=C(NCc1ccccc1)c1onc(CS(=O)(=O)c2ccccn2)c1C(=O)NCc1ccccc1 | -14% | 1.0 | 0% | i | 1.0% | -26% | 3% | -8% | i
O=C(NCCSc1ccccc1)c1cncc(Br)c1 | ? | -0.9 | 4% | ? | 2.6% | 6% | -45% | -2% | i
COc1ccc(/C=N/Nc2cc(N(C)C)nc(N(C)C)n2)cc1 | -18% | 1.9 | -1% | i | 4.3% | -37% | 0% | -27% | i
CCc1ccc(/C=C2/SC(=S)N(CCC(=O)Nc3cccc(C(=O)O)c3)C2=O)cc1 | ? | 1.0 | 0% | i | -1.9% | 1% | 1% | -7% | i
Cc1ccc(C(=O)Cn2c(=N)n(CCN3CCOCC3)c3ccccc32)cc1 | ? | -0.5 | -1% | i | 3.3% | -27% | -20% | -4% | i
COc1ccccc1C(=O)NCCC(=O)Nc1ccc(S(=O)(=O)N2CCC(C)CC2)cc1 | 12µM* | 1.9 | 3% | i | -0.3% | -6% | -8% | -13% | i
O=C(C1CCCN(Cc2ccccc2[N+](=O)[O-])C1)N1CCCCC1 (centres undefined) | 5% | 0.2 | 0% | i | 3.5% | -8% | -9% | -1% | i
CC(NCc1ccc(S(N)(=O)=O)cc1)C(=O)Nc1ccc([N+](=O)[O-])cc1Cl (centres undefined) | ? | -1.1 | 4% | i | -0.6% | -15% | 1% | 2% | i
COC(=O)C(CCSC)NC(=O)c1cc2c(n(-c3ccc(OC)cc3)c1=O)CC(C)(C)CC2=O (centres undefined) | 18% | / | / | i | -0.4% | -10% | 3% | 14% | /
CC(C)N1CCOC1c1ccccc1 (centres undefined) | 2% | 2.4 | / | i | -0.5% | 4% | 4% | -2% | i
O=C(Nc1ccccc1)c1ccc2c(c1)CCN2S(=O)(=O)c1ccccc1 | 0% | -2.4 | -6% | ? | 2.7% | -32% | -17% | 2% | i
CCN(CC)S(=O)(=O)c1ccc(N2CCOCC2)c(NC(=O)C2COc3ccccc3O2)c1 (centres undefined) | -18% | -13 | 1% | i | 2.3% | 0% | -10% | -3% | i
N#CC(CO)(Cc1ccc(OC(F)F)cc1)c1nc2ccccc2[nH]1 (centres undefined) | -4% | 0.2 | 3% | ? | 1.9% | 11% | -1% | 5% | i
Cc1ccc(SCc2cc(=O)[nH]c(N3CCCCC3)n2)cc1 | 14% | 0.8 | 1% | i | -0.1% | 29% | -8% | -6% | i
CCOC(=O)c1c(C)c(C(=O)OCC)n(C)c1C | 8% | 0.5 | 1% | ? | -0.3% | -9% | 7% | -1% | i
COc1ccc(NS(=O)(=O)c2cc3c(cc2C)N(C(C)=O)CCO3)c(OC)c1 | -6% | -0.2 | 0% | i | 0.2% | -19% | -9% | -14% | i
CSc1ccc(/C=N/Nc2cccc(C(=O)O)c2)cc1 | ? | 1.0 | -4% | i | -2.8% | -11% | -1% | 9% | i
CCC(Sc1nc2ccsc2c(=O)n1Cc1ccc(C(=O)O)cc1)C(=O)Nc1cccc(OC)c1 (centres undefined) | / | -2.1 | / | i | -1.3% | -45% | -27% | / | i
CN(C)/C=C/c1onc(-c2c(F)cccc2Cl)c1C#N | ? | 1.5 | -18% | i | 0.4% | -5% | 3% | 4% | i
CSc1nc2nccc(/C=C\c3ccccc3)n2n1 | ? | 3.2 | -5% | i | ? | -27% | ? | -20% | i
COC(=O)[C@]1(C)N[C@H](CN(C)C(=O)Nc2ccc(Cl)cc2)[C@@H]2C(=O)N(C)C(=O)[C@@H]21 | 2% | -0.7 | 0% | i | -1.3% | -1% | -2% | -4% | i
COc1cccc(-c2nc(CS(=O)(=O)CC(=O)Nc3ccccc3C)c(C)o2)c1 | ? | -2.7 | -6% | i | 2.3% | -33% | -14% | -13% | i
C=CCc1cc(C=O)cc(OC)c1OCc1ccc(C(=O)O)cc1 | ? | -2.8 | 0% | i | 0.3% | -162% | 0% | 1% | i
N=c1c[n+](-c2ccc(Cl)cc2)[n-]o1 | / | -4.1 | 0% | i | 2.9% | -2% | 3% | 0% | i
CC(=O)c1ccc(NC(=O)Nc2ncn(Cc3cccc(C)c3)n2)cc1 | 5% | -1.4 | 0% | i | 0.1% | -19% | 4% | 23% | i
CC(C)CC(=O)OC(C)(C)[C@@H]1Cc2c(ccc3ccc(=O)oc23)O1 | -18% | 1.2 | -4% | i | 0.1% | -2% | -16% | -2% | i
Cc1nnsc1C(=O)N1CCCC(Nc2ccc(F)c(F)c2)C1 (centres undefined) | -5% | 3.4 | 3% | i | -1.0% | 1% | -3% | -17% | i
Cc1ccc(C)c(NC(=O)Cn2c(=O)n(CC(=O)NCCc3ccccc3)c(=O)c3ccccc32)c1 | 1% | / | / | i | 0.7% | -2% | 11% | 1% | /
CC[C@]12c3[nH]c4ccccc4c3CCN1C(=O)C(CC(=O)NCc1ccc(OC)c(OC)c1)C[C@@H]2C(=O)N1CCN(C(=O)C2CC2)CC1 (some centres undefined) | 2% | -0.2 | 1% | i | -0.3% | -11% | -2% | -3% | i
CCn1c(SCC(=O)N/N=C/C=C/c2ccco2)nnc1-c1ccc(OC)cc1 | 3% | -4.6 | -1% | i | 0.4% | 9% | -5% | 5% | i
CCc1cccc(NC(=O)Cc2ccc([N+](=O)[O-])cc2)c1 | -27% | -1.3 | 0% | i | -0.7% | -25% | -40% | 0% | i
O=C(NC(Cc1c[nH]c2ccccc12)C(=O)O)c1ccccc1 (centres undefined) | -15% | -1.2 | 3% | / | -0.5% | 2% | 0% | -6% | /
COc1ccccc1NC(=O)CCN1C(=O)c2ccccc2S1(=O)=O | 17% | -0.9 | -2% | i | -0.1% | -3% | 7% | -5% | i
CCOc1ccc(N(Cc2cc3cc(C)ccc3[nH]c2=O)C(=O)COC)cc1 | -16% | -2.2 | 4% | ? | -0.1% | 2% | -4% | 1% | i
Cc1ccc(N2C(=O)S/C(=C/c3cn(C)c4ccccc34)C2=O)cc1 | ? | -1.9 | -1% | ? | 6.9% | -24% | -6% | -19% | i
CNC(=O)/C(=C/c1ccc2c(c1)OCO2)NC(=O)c1ccc(Br)cc1 | 8% | 2.8 | 1% | i | -0.1% | 14% | 0% | -2% | i
COc1ccc2nc(NC(=O)c3cc(=O)c4cc(C)c(C)cc4o3)sc2c1 | 16% | / | / | i | 0.5% | 3% | 23% | -6% | /
CCOC(=O)c1cc(NC(=O)OC)c(C)nc1C | -10% | -7.2 | 1% | i | 0.5% | -12% | 11% | -9% | i
Cc1ccccc1S(=O)(=O)NC(=O)C1(C)CCN1C(=O)C1CCCCC1 (centres undefined) | / | 0.3 | / | i | -0.1% | 1% | 7% | / | i
C[C@@H]1CN([C@@H](C)CO)C(=O)CCCn2nncc2CO[C@@H]1CN(C)C(=O)Nc1ccccc1C(F)(F)F | / | -5.3 | / | i | -0.3% | -3% | ? | / | i
O=C(Nc1ncccn1)C1CCCN1S(=O)(=O)c1ccc(Cl)c(Cl)c1 (centres undefined) | -8% | -3.4 | -3% | i | 0.0% | 7% | -3% | 0% | i
C/C(=N\NC(=O)c1cccc(Cl)c1)C1C(=O)c2ccccc2C1=O | ? | -2.3 | -4% | ? | 4.1%[9.22 µM] | -80% | -25% | ? | i
Cc1cccc(C)c1NC(=O)CN(C)C(=O)c1ccc(N2C(=O)CCC2=O)cc1 | 4% | -1.6 | -1% | i | 1.1% | -1% | 11% | -1% | i
CN(C)c1ccc(/C=N/OC(=O)Nc2ccccc2)cc1 | ? | -0.8 | -1% | ? | -0.1% | -21% | 0% | 0% | i

An excerpt from above, limited to Nrf2 block, A549 tox and Nrf2 ARE act:
mol | Nrf2 block | A549 tox | Nrf2 ARE act
CC[C@]12c3[nH]c4ccccc4c3CCN1C(=O)C(CC(=O)NCc1ccc(OC)c(OC)c1)C[C@@H]2C(=O)N1CCN(C(=O)C2CC2)CC1 (some centres undefined) | 2% | -3% | -0.3%
CCn1c(SCC(=O)N/N=C/C=C/c2ccco2)nnc1-c1ccc(OC)cc1 | 3% | 5% | 0.4%
CCc1cccc(NC(=O)Cc2ccc([N+](=O)[O-])cc2)c1 | -27% | 0% | -0.7%
O=C(NC(Cc1c[nH]c2ccccc12)C(=O)O)c1ccccc1 (centres undefined) | -15% | -6% | -0.5%
